# Compound activity from PubChem.
# Ecoli WT growth: blocks growth of wild type E. coli BW25113. E. coli BW25113 growth inhibition, OD600. inhibition, % at 10 µM. AID 552. 20,000 tested, 0.05% active; in the data active means inhibition above about 40%;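 further: bacteria exposed to compound for 20 hours at 37 °C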
#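 System: bacterial strain in a whole-cell growth screen; medium: LB broth with 50 µg/mL kanamycin; detection: absorbance at 615 nm; schedule: 20 h exposure, 37 °C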
# * = called active by the depositor. Some of the compounds tested; rates above refer to the full screens.
SMILES,Ecoli WT growth
CCN(CC)CCCN=Cc1c(O)n(CCc2ccc(F)cc2)c(=O)[nH]c1=O,-13
CC(C)[C@H]1C(=O)N2CCC[C@H]2[C@]2(O)O[C@](NC(=O)[C@@H]3C=C4c5cccc6[nH]cc(c56)C[C@H]4N(C)C3)(C(C)C)C(=O)N12,-2
Cc1ccc(CS(=O)(=O)CCC(=O)N2CCC3(CC2)OCCO3)cc1,0
O=C1C2CCCN2C(c2ccc(Cl)c(Cl)c2)N1c1ccccn1 (centres undefined),6
C[C@H]1CCCC(=O)CCCCCc2cc(O)cc(O)c2C(=O)O1,1
CC(=O)c1ccccc1NC(=O)C1C2CCC(O2)C1C(=O)O (centres undefined),-20
Cc1cc(N2C(=O)CC(N3CCC(n4c(=O)[nH]c5ccccc54)CC3)C2=O)no1 (centres undefined),3
CCOC(=O)N(C)c1ccc(C(O)(C(=O)OCC)C(F)(F)F)cc1 (centres undefined),-16
O=c1[nH]c2ccccc2n1CCCN1CCC(n2c(=O)[nH]c3cc(Cl)ccc32)CC1,5
CCOc1c(P(=S)(N(C)C)N(C)C)c(C)nn1-c1ccccc1,15
O=C(c1cc2c(s1)CCCCCC2)N1CCC2(CC1)OCCO2,3
O=C(O)Cn1cc(C(=O)c2ccccc2)c2ccccc21,3

# Five of these compounds in a different format.
SMILES	Ecoli WT growth
CCN(CC)CCCN=Cc1c(O)n(CCc2ccc(F)cc2)c(=O)[nH]c1=O	-13
CCOC(=O)N(C)c1ccc(C(O)(C(=O)OCC)C(F)(F)F)cc1 (centres undefined)	-16
Cc1cc(N2C(=O)CC(N3CCC(n4c(=O)[nH]c5ccccc54)CC3)C2=O)no1 (centres undefined)	3
CC(C)[C@H]1C(=O)N2CCC[C@H]2[C@]2(O)O[C@](NC(=O)[C@@H]3C=C4c5cccc6[nH]cc(c56)C[C@H]4N(C)C3)(C(C)C)C(=O)N12	-2
O=C(c1cc2c(s1)CCCCCC2)N1CCC2(CC1)OCCO2	3

# The main list resumes, starting three compounds before the break.
SMILES,Ecoli WT growth
CCOc1c(P(=S)(N(C)C)N(C)C)c(C)nn1-c1ccccc1,15
O=C(c1cc2c(s1)CCCCCC2)N1CCC2(CC1)OCCO2,3
O=C(O)Cn1cc(C(=O)c2ccccc2)c2ccccc21,3
C(#CCN1CCOCC1)COCC#Cc1ccccc1,-2
CC(=O)Nc1ccc(OC(=O)c2ccccc2N)cc1,-1
CC[N+]1(C)CCCC(OC(=O)C(O)(c2ccccc2)c2ccccc2)C1 (centres undefined),-4
CCN1c2nc3c(C)cccn3c(=O)c2CC2(C(=O)N(C)C(=O)N(C)C2=O)C1C (centres undefined),7
O=C(c1cccs1)C1CN2CCC1CC2 (centres undefined),6
CCCCn1c(=O)c(C(=O)Nc2ccccc2S(N)(=O)=O)c(O)c2ccccc21,-24
CC(C)(C)C(O)C(Oc1ccc(Cl)cc1)n1cncn1 (centres undefined),6
CC(=NCCCO)c1c(O)n(Cc2ccccc2)c(=O)[nH]c1=O,-6
COc1ccccc1-n1c(-c2ccoc2)nc2ccccc2c1=O,-22
OCC12COC3c4ccccc4C(OC1)N32 (centres undefined),7
NC(=O)CSP(=O)(c1ccccc1)c1ccccc1,-2
CCN(CC)CCCN=Cc1c(O)n(CCc2ccc(OC)c(OC)c2)c(=O)[nH]c1=O,-14

# Random excerpt: three entries already listed, in no set order.
SMILES,Ecoli WT growth
CC[N+]1(C)CCCC(OC(=O)C(O)(c2ccccc2)c2ccccc2)C1 (centres undefined),-4
Cc1ccc(CS(=O)(=O)CCC(=O)N2CCC3(CC2)OCCO3)cc1,0
CCOc1c(P(=S)(N(C)C)N(C)C)c(C)nn1-c1ccccc1,15

# Further structures follow.
SMILES,Ecoli WT growth
CC(CCc1ccccc1)NC(C)C(O)c1ccc(O)cc1 (centres undefined),6
COc1ccccc1N1CCN(Cc2c(F)cccc2F)CC1,1
Clc1ccc(COC(Cn2ccnc2)c2ccc(Cl)cc2Cl)c(Cl)c1 (centres undefined),9
CC1CCN2c3nc4ccccn4c(=O)c3CC3(C(=O)N(C)C(=O)N(C)C3=O)C2C1 (centres undefined),-4
Cc1cc(C(=O)N2CCC3(CC2)OCCO3)cs1,2
C=CCOC(=O)COc1cc(C)cc2oc(=O)c3c(c12)CCC3,-3
Clc1ccc(CSC(Cn2ccnc2)c2ccc(Cl)cc2Cl)cc1 (centres undefined),5
Cc1[nH]c2c(Cl)cccc2c1CCN,5
CCOC(=O)C(O)(c1ccc(N(CC)C(=O)OC)cc1)C(F)(F)F (centres undefined),-7
C[C@H]1OC[C@@H](C[N+](C)(C)C)O1,-7
CCNc1ccc(P(=S)(N(C)C)N(C)C)cc1,-2
O=C(Cn1c2c(c(-c3ccccc3Cl)cc1=O)CCC2)N1CCC2(CC1)OCCO2,5
O=c1[nH]c(=O)n(CCc2ccc(F)cc2)c(O)c1C=NCCCN1CCOCC1,-13
CN(C)C(=O)Oc1ccc(Cl)c2ccccc12,-9
CC(C)OCCCNC(=O)c1c(N)n(CC2CCCO2)c2nc3ccccc3nc12 (centres undefined),8
C=CCN1C(=O)NC(=O)C(Cc2ccc(OC)c(OC)c2)C1=O (centres undefined),-6
O=C(c1ccc2nc3ccc(Cl)cc3c(=O)n2c1)N1CCC2(CC1)OCCO2,-2
CNCC(O)c1ccc(O)cc1 (centres undefined),1
COC(=O)c1ccccc1-n1c(C)nc2ccccc2c1=O,-7
CCN(CC)CCN=Cc1c(O)n(CCC2=CCCCC2)c(=O)[nH]c1=O,5
O=c1c2cc(Cl)cc(Cl)c2nc(CN2CCOCC2)n1-c1ccccc1F,-23
COc1ccc(S(=O)(=O)NC(CC(=O)N2CCC3(CC2)OCCO3)c2ccco2)cc1 (centres undefined),-3
O=C(NC1(C(F)(F)F)Oc2ccc(Cl)cc2O1)N1CCC2(CC1)OCCO2 (centres undefined),4
CCOC(=O)C1=C(N)OC(C)=C(C(=O)OCCOC)C12C(=O)Nc1ccccc12 (centres undefined),-9
CN(C)[C@@H]1C(=O)C(C(N)=O)=C(O)[C@@]2(O)C(=O)C3=C(O)c4c(O)ccc(Cl)c4[C@@](C)(O)C3C[C@@H]12 (some centres undefined),36
C=CCn1c(O)c(C(C)=Nc2ccc(N(CC)CC)cc2)c(=O)[nH]c1=O,9
O=c1c2ccccc2[se]n1-c1ccccc1,1
O=C(C1CCCN(S(=O)(=O)c2cccc3nsnc23)C1)N1CCC2(CC1)OCCO2 (centres undefined),-5
O=c1c2ccccc2nc(CN2CCOCC2)n1-c1ccccc1F,-20
CC(C)NS(=O)(=O)c1ccc(OCC(=O)N2CCN(Cc3ccccc3)CC2)c(Cl)c1,-15
CSc1ccc(C(=O)C(C)(C)N2CCOCC2)cc1,-3
N=Cc1c(O)n(-c2cccc(Cl)c2)c(=O)[nH]c1=O,-22
CCCCn1c(C)c(C(=O)OCC)c2c(CN3CCOCC3)c(O)ccc21,-4
CCN1c2nc3ccccn3c(=O)c2CC2(C(=O)N(C)C(=O)N(C)C2=O)C1C (centres undefined),-1
O=C1CC(N2CCC(n3c(=O)[nH]c4ccccc43)CC2)C(=O)N1c1ccc(F)cc1 (centres undefined),-7
COc1ccc(N2CCN(CCCN)CC2)cc1,-3
Cc1ccc(CC2C(=O)N(C)C(=O)N(C)C2=O)s1,-4
CN1C(=O)CN=C(c2ccc(Cl)cc2)c2cc(Cl)ccc21,13
CC(=O)[C@@]1(O)CC[C@H]2[C@@H]3CC=C4C[C@@H](O)CC[C@]4(C)[C@H]3CC[C@@]21C,-2
C[N+]1(C)CCc2cc3c(cc2[C@H]1[C@@H]1OC(=O)c2c1ccc1c2OCO1)OCO3,2
O=C1OCCC1NC1=NCCC1 (centres undefined),7
Cc1cccc(-n2c(-c3ccco3)nc3ccccc3c2=O)n1,6
COc1ccc(C(=O)N2CCCC2=O)cc1,-3
O=c1[nH]c(=O)n(Cc2ccc(F)cc2)c(O)c1C=NCC1CCCO1 (centres undefined),-7
COc1cc(/C=N/n2cnnc2)ccc1OC(=O)N(C)C,-2
Cc1ccc(-c2nc(CS(=O)CC(=O)N3CCC4(CC3)OCCO4)c(C)o2)cc1 (centres undefined),-2
CCCCNC(=O)c1c(N)n(CCCOC)c2nc3ccccc3nc12,-1
CCOC(=O)c1ccc(N2C(=O)CC(N3CCC(C#N)(c4ccccc4)CC3)C2=O)cc1 (centres undefined),-21
CCCCCCC(N)CC(=O)O (centres undefined),1
NC(=O)C1(N2CCCCC2)CCN(Cc2ccccc2)CC1,-21
C[C@]12CCC(=O)C=C1CC[C@@H]1[C@@H]2CC[C@]2(C)C(=O)CC[C@@H]12,-2
CCOC(=O)C1CCN(C(C)C(=O)c2c(C)[nH]c3cc(C)ccc23)CC1 (centres undefined),2
COc1ccccc1N1CCN(Cc2cccc(OC)c2O)CC1,6
C=CCn1c(O)c(C(C)=NCc2cccnc2)c(=O)[nH]c1=O,-4
CC1(C)Cc2c(sc3c2C(=O)NC(c2cccnc2)N3)CO1 (centres undefined),5
O=c1[nH]c(=O)n(Cc2ccc(F)cc2)c(O)c1C=NCc1cccnc1,-15
O=C(CN1C(=O)CN=C(c2ccccc2)c2ccccc21)NCc1ccco1,18
C=CCn1c(O)c(C(C)=NCCCO)c(=O)[nH]c1=O,10
CCN1CCN(c2ncnc3ccc(Br)cc23)CC1,3
